EBV gp42 block: blocks Epstein-Barr virus glycoprotein 42 binding; inhibition, % (tested at 21.74 µM); Q1HVG2; Fluorescence polarization binding assay, mP read-out; actives 0.42% (n = 220,000); in the data active = inhibition above about 50%
Target sequence (Q1HVG2 whole entry, looked up): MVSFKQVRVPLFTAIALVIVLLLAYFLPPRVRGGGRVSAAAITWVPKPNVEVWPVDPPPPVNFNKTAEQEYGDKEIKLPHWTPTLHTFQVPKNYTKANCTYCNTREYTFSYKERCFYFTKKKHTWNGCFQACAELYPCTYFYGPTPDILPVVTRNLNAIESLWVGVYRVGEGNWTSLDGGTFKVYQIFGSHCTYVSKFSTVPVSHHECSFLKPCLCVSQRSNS
thrombin 1536: blocks human thrombin protease activity; P00734; inhibition, % at 5 µM; alpha-thrombin, Boc-VPR-AMC fluorogenic substrate cleavage; AID 1046; actives 0.26% (n = 220,000);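 active = inhibition at or above 40%; inactive = inhibition below 40%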;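 also: 0% = enzyme with no compound and 100% = wells without enzyme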
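System: human alpha-thrombin protein; Compound dosing: one concentration per compound, 5 µM, with 0.2% DMSO; Timing: reaction at room temperature; Technique: AMC fluorescence, 355/460 nm; Controls: enzyme without compound as high, wells lacking enzyme as low.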
Calpain2 inh: inhibitors of pig calpain II; actives 0.37% (n = 220,000); AID 1236; inhibition, % at 16 µM; purified calpain II, fluorogenic peptide substrate, 30 min;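 active = inhibition above about 50%, limit read from the data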
TRPML3 ag: activates the human TRPML3 channel. Q8TDD5. HEK293 TRPML3-YFP, Fluo-8 calcium fluorescence; 100% = the carbachol control signal. activation, % at 3 µM. actives 0.29% (n = 220,000);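 active = activation above its plate's cutoff, the mean activation of the plate's test wells plus 3 SD, cut at about 12% in these data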;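 also: 0% = DMSO only wells and 100% = carbachol wells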
Target sequence (Q8TDD5 whole entry, looked up): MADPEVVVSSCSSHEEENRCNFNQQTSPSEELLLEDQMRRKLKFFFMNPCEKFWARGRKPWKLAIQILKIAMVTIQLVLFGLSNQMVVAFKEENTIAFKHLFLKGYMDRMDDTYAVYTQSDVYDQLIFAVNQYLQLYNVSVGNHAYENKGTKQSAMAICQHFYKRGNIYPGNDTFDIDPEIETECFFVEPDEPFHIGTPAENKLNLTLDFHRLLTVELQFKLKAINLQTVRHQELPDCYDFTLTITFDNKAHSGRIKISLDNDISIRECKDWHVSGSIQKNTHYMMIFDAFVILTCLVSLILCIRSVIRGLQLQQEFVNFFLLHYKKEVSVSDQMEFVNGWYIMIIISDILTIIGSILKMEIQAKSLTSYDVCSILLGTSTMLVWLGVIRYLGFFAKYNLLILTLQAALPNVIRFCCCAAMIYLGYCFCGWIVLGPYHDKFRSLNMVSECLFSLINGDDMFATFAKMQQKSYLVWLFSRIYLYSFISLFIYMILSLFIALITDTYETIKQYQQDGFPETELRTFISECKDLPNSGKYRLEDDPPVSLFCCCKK
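Test system: HEK293 cells stably carrying human TRPML3-YFP; Doses: single dose, 3 µM final nominal compound, 0.3% DMSO final; Schedule: dye loading 1 h 37 °C then 30 min ambient, 125 s read; Technique: Fluo-8 calcium fluorescence; Benchmarks: high control carbachol 87 µM, low control DMSO.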
TbHK1 inh: blocks Trypanosoma brucei hexokinase 1 activity; recombinant TbHK1, G6PDH-coupled NADH A340; inhibition, % at 10 µM; actives 0.11% (n = 220,000); AID 1430;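 active = inhibition of 50% or more in the single-dose primary screen; inactive = inhibition below 50%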
Cl transport mod: modulators of human KCC2 chloride dependent transport | KCC2 cells, thallium flux FluoZin-2 fluorescence | B-score of Tl+ flux slope (higher = more flux/activation; lower = inhibition) at 10 µM | actives 2.2% (n = 190,000) | AID 1456;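 active = thallium flux slope and its plate-corrected score both differing from the plate sample mean at a set confidence after two filtering rounds, in either direction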;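 also: slope of fluorescence scaled to starting intensity during 10 to 20 s after thallium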
PPC-1+TRAIL kill: PPC-1 cancer cell killing with TRAIL present; PPC-1 cells + TRAIL, ATPLite viability luminescence; AID 1443; actives 0.41% (n = 220,000); cell killing (% activity), % at 4 µM;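 active = cell killing above 50% in the first pass at 4 µM, then a duplicate retest at 5 µM averaging 50% or more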;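 also: plate controls were cells with TRAIL plus DMSO for no effect and medium-only wells lacking cells for full effect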
TRPN1 ag: activates the zebrafish TRPN1 channel. HEK293 zebrafish TRPN1-YFP, Fluo-8 calcium fluorescence; 100% = response to 87 µM carbachol. activation, % at 3 µM. actives 0.18% (n = 220,000);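 active = activation above its plate's cutoff, the mean activation of test wells on that plate plus 3 SD, cut at about 19% in these data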;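 also: 0% = DMSO alone and 100% = 87 µM carbachol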
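Material – zebrafish TRPN1-YFP in HEK293 cells · Doses – 3 µM single point · Schedule – dye 1 h 37 °C plus 30 min RT · Signal – Fluo-8 calcium fluorescence, excitation 470-495 nm, emission 515-575 nm · Read-out – % activation versus carbachol response · Control set – carbachol high, DMSO low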
Furin inh: inhibitors of human furin; actives 0.061% (n = 220,000); purified furin, fluorogenic substrate cleavage; P09958; inhibition, % at 30 µM; in the data active = inhibition above about 25%; also: inactives centre near -15
Numbers without * were called inactive; i = inactive; x = not tested or not shown; [ ] = dose if it differs, or a comment. Rows are unselected; any-hit rate near 3.6%.

SMILES	EBV gp42 block	thrombin 1536	Calpain2 inh	TRPML3 ag	TbHK1 inh	Cl transport mod	PPC-1+TRAIL kill	TRPN1 ag	Furin inh
CSc1ncccc1C(=O)OCC(=O)N(CC(C)C)C1CCS(=O)(=O)C1 (stereo not drawn)	-33	4	-1	1.3	0	2.3	-3	1.0	-8
CCOC(=O)N1CCC(n2c(SCC(=O)N3CCC(C)CC3)nc3ccccc3c2=O)CC1	4	-2	-25	-0.9	-1	-1.4	10	0.2	-8[20 µM]
COc1ccc(S(=O)(=O)CC2(O)CCN(C(=O)CC(C)C)CC2)cc1	-4	-9	-11	1.2	-3	-0.083	8	1.0	-21
CSc1ccc(C(=O)C2CCCN(C(=O)c3ccc4c(c3)no[n+]4[O-])C2)cc1 (stereo not drawn)	8	-6	19	0.1	0	-0.096	2	-1.6	-10
CCOC(=O)C1CCN(C(=O)c2n[nH]c(=O)c3ccccc23)CC1	-6	4	-18	0.5	-3	x	-5	-0.6	-7
CCOC(=O)C1=C(C)NC2=C(C(=O)c3ccccc32)C1c1cccnc1 (stereo not drawn)	4	-4	-5	-0.3	-4	1.7	20	-0.4	-10[20 µM]
CSc1nsc(SCC(=O)N2CCc3ccccc32)n1	-6	0	22	0.2	4	-1.1	15	-0.5	-25[20 µM]
O=C(O)c1cc2n(n1)C(C(F)(F)F)CC(c1ccccc1)N2 (stereo not drawn)	4	-5	6	0.8	1	x	-10	1.4	-10
O=C(O)c1cccc(Cn2cc(Br)cn2)c1	1	-19	-2	0.4	6	-0.027	2	-0.3	-6
N#C[C@H]1[C@H](c2ccccc2)[C@](C#N)(C(=O)c2ccccc2)[C@@H]2C=Cc3ccccc3N21	-2	0	-90	-1.4	-11	-0.41	-13	-0.7	4[20 µM]
O=C(O)C1CC1C(=O)Nc1cc(F)ccc1F (stereo not drawn)	-9	-5	12	1.6	-4	1.3	12	1.0	-23
Cc1c(CNC(=O)c2cnn3c2NC(c2ccccc2)CC3C(F)(F)F)cnn1C (stereo not drawn)	-12	-1	-31	0.4	-3	-0.15	-9	-0.9	-17
CS(=O)(=O)N(CC(=O)N/N=C/c1ccccc1C(=O)O)c1cccc(Cl)c1Cl	-8	20	-6	-0.7	-11	0.81	4	-0.2	-8
CCC1CCCCN1C(=S)NC(=O)c1ccc([N+](=O)[O-])cc1 (stereo not drawn)	-8	-9	2	0.1	-13	46*	16	1.3	-12
O=C(CSc1nccc(=O)[nH]1)c1ccco1	5	-9	-7	-0.1	-1	1.7	9	0.7	-11
Cc1ccc(-n2ncc3c(=O)n(CC(=O)NC4CCCC4)cnc32)cc1C	-9	3	6	-0.2	-19	x	-10	-0.1	-21
S=C(NCC1CCCO1)Nc1ccccc1 (stereo not drawn)	-15	-9	-13	0.9	2	-0.49	-9	0.5	-19
Cc1cccc(/C=N/N2CCN(c3ccccc3)CC2)c1	8	-6	-195	0.0	-7	-0.38	18	-0.5	-25
Cc1ccccc1C(=O)Nc1nc(-c2cccnc2)cs1	-13	0	-11	0.1	1	-1.2	5	1.6	-20
COc1ccc(OC)c(NC(=O)Nc2cccc(Cn3cccn3)c2)c1	-1	-3	-71	-0.7	0	-0.12	15	-0.4	-1[20 µM]
COc1ccc2c(-c3ccccc3)cc(SC(C)C(N)=O)nc2c1 (stereo not drawn)	-17	-4	5	-0.2	-5	5.5*	12	-1.1	-11
CC1(C)Oc2ccc(C(=O)NN)cc2NC1=O	-8	13	3	0.4	-5	0.021	-1	-2.5	-20
O=C(c1ccccc1)c1nc[nH]c1C(=O)Nc1ccccn1	-9	-6	-10	-0.5	-1	-0.029	5	1.1	-1
Cc1ccc(Nc2nc(CSc3nnc(-c4ccccc4)n3C)cs2)cc1	11	0	14	-0.6	23	-3	45	-1.3	1
Cn1c(SCC(=O)c2ccc3c(c2)Cc2ccccc2-3)nnc1-c1ccccc1	-7	3	29	1.0	-21	-1.9	0	-0.3	-19

Part of the list above in order of number of heavy atoms, largest number first.
SMILES	EBV gp42 block	thrombin 1536	Calpain2 inh	TRPML3 ag	TbHK1 inh	Cl transport mod	PPC-1+TRAIL kill	TRPN1 ag	Furin inh
Cc1ccc(Nc2nc(CSc3nnc(-c4ccccc4)n3C)cs2)cc1	11	0	14	-0.6	23	-3	45	-1.3	1
CSc1ncccc1C(=O)OCC(=O)N(CC(C)C)C1CCS(=O)(=O)C1 (stereo not drawn)	-33	4	-1	1.3	0	2.3	-3	1.0	-8
O=C(O)C1CC1C(=O)Nc1cc(F)ccc1F (stereo not drawn)	-9	-5	12	1.6	-4	1.3	12	1.0	-23

More compounds
SMILES	EBV gp42 block	thrombin 1536	Calpain2 inh	TRPML3 ag	TbHK1 inh	Cl transport mod	PPC-1+TRAIL kill	TRPN1 ag	Furin inh
COc1ccc(CCNc2oc(-c3cccc4ccccc34)nc2P(=O)(OC)OC)cc1OC	7	-17	-439	0.3	-18	-0.57	17	0.1	-118
Cc1cc(C)n2nc(C(=O)Nc3ccc(N4CCOCC4)cc3)nc2n1	-17	3	-5	0.2	-16	x	29	-0.5	-4[20 µM]
O=C(NC1CC1)c1nc2c(nnn2Cc2ccccc2Cl)c(=O)[nH]1	-8	-5	-13	0.1	4	-1.1	22	-0.6	-10[20 µM]
CCC1(C)Cc2c(C#N)c(N)n(N)c(=S)c2CO1 (stereo not drawn)	-4	1	26	0.7	-20	-0.46	-4	-0.2	-3[20 µM]
CCN(CC)S(=O)(=O)c1cccc(C(=O)NC(Cc2c[nH]c3ccccc23)c2nnc3n2CCC3)c1 (stereo not drawn)	-14	-16	-1	0.3	35	0.3	5	0.1	-7
COc1ccc(/C=C2\N=C(C)OC2=O)cc1[N+](=O)[O-]	-14	25	15	-0.2	-13	-2.5	11	0.1	-16
C/C(=N\Nc1nc(N2CCCCC2)nc(N2CCOCC2)n1)c1ccccc1O	0	-6	-42	-1.1	-8	-0.089	4	-0.2	-28
O=C1N=C(N2CCOCC2)S/C1=C\c1ccncc1	-15	-10	17	1.1	-67	-0.39	-9	1.7	9
Cc1cc(C(=O)c2ccccc2)nc2ccccc12	-4	0	-6	0.4	-8	-0.39	48	-1.8	-15[20 µM]
COc1ccc(OC)c(/C=N/NC(=O)c2ccc(=O)[nH]n2)c1	-18	0	9	0.3	-37	x	15	1.0	-13
COc1ccc(N2CCN(C(=O)Nc3ccc(S(=O)(=O)N(C)C)cc3)CC2)cc1	-2	3	49	0.9	2	x	19	1.6	-11[20 µM]
CCN(CC)CCNC(=O)CCc1n[nH]c(=O)c2ccccc12	-28	1	-7	0.4	-8	x	11	1.0	-27
CC(=O)c1cccc(CN2CCN(CCC(C)C)C(CCO)C2)c1 (stereo not drawn)	0	-4	-20	0.7	1	0.077	13	2.4	-21
Cc1cc(C)cc(N(CC(=O)NCC2CCCO2)C(=O)CN2C(=O)COc3ccccc32)c1 (stereo not drawn)	-19	-7	-6	1.5	-4	x	-10	2.5	-15
CCn1cc(Br)c(C(=O)Nc2ccc(Cl)c(Cl)c2)n1	-1	3	7	0.1	3	0.52	7	-1.1	-3[20 µM]
O=C(CN1C(=O)S/C(=C\c2ccc(F)cc2)C1=O)Nc1cccc(S(=O)(=O)NCc2ccco2)c1	1	-3	1	-0.4	1	-0.32	22	-1.2	-7
Cc1ccc2c(c1)N(CCCC(=O)NCc1cccnc1)C(=O)CO2	1	-6	14	0.5	-2	0.54	-12	-0.2	-6
COc1ccc(/C=C/C(=O)c2ccc(OC)cc2OC)cc1	-4	-3	-13	-0.1	-37	-2.3	14	-1.9	-18
CC(=O)Nc1nnc(-c2ccc3c(c2)CCCC3)o1	-10	-2	-13	0.8	-21	0	17	0.5	-9
COc1ccccc1Cc1nc(-c2ccc(Br)o2)no1	13	-10	-28	-0.4	0	x	-13	-0.5	-6
Cc1ccccc1NC(=O)/C=C/c1ccc([N+](=O)[O-])s1	3	-7	15	1.3	-9	0.77	19	0.3	-19
O/N=C/C1=C(Cl)c2ccccc2CC1	-1	x	-3	-0.1	-4	-2	5	-3.3	-19
O=C(Nc1ccc2c(c1)CCC2)C1CCCO1 (stereo not drawn)	-8	-6	-3	-0.1	5	-0.056	22	-1.0	-23[20 µM]
COCCNC(=O)CCc1nnc(C2(c3ccc(Cl)cc3)CCC2)o1	-9	-11	-5	0.5	0	-0.91	14	-1.2	-18
O=C(COc1cccc(-n2cnnn2)c1)N1CCOCC1	-4	-5	-30	0.6	3	x	3	0.5	-23

Single records, as listed above. Order of values: EBV gp42 block	thrombin 1536	Calpain2 inh	TRPML3 ag	TbHK1 inh	Cl transport mod	PPC-1+TRAIL kill	TRPN1 ag	Furin inh
Profile of `Cc1cc(C)n2nc(C(=O)Nc3ccc(N4CCOCC4)cc3)nc2n1` = -17	3	-5	0.2	-16	x	29	-0.5	-4[20 µM]
Profile of `COCCNC(=O)CCc1nnc(C2(c3ccc(Cl)cc3)CCC2)o1` = -9	-11	-5	0.5	0	-0.91	14	-1.2	-18

Next entries.
SMILES	EBV gp42 block	thrombin 1536	Calpain2 inh	TRPML3 ag	TbHK1 inh	Cl transport mod	PPC-1+TRAIL kill	TRPN1 ag	Furin inh
Cc1ccc(NC(=S)NCC2CCN(C(C)c3ccccc3)C2)cc1 (stereo not drawn)	-9	-3	39	1.1	3	0.047	-10	1.1	-22
Cn1c(SCC(=O)NCCN2C(=O)CSC2=O)nc2ccccc2c1=O	-14	2	-2	-0.3	-1	6.4*	6	1.0	-25
Nc1cccnc1Sc1cc(Cl)cc(Cl)c1	7	8	6	-0.3	-4	-1.2	2	-2.1	-19[20 µM]
CCOc1cc(NC(=O)c2ccco2)c(OCC)cc1NC(=O)CCc1ccccc1OC	-7	6	-115	-0.9	5	0.36	8	-2.1	0
COc1ccc(CCNC(=O)CN(C2CCCCC2)S(C)(=O)=O)cc1OC	-33	-4	15	0.0	-6	x	10	-0.1	-26
c1ccc(CSc2nnc(-c3ccccn3)n2-c2ccccc2)cc1	-9	1	-6	0.2	-10	-0.74	15	-0.7	7[20 µM]
Cc1cccc(OCC(=O)N/N=C\c2cccn2C)c1C	3	-2	-1	1.6	-20	-0.049	28	2.9	-23
Cc1ccc(NC(=S)N=Nc2c(O)n(C)c3ccc(S(=O)(=O)N4CCOCC4)cc23)cc1C	3	0	-57	2.0	-9	7.4*	10	0.2	-5
CCNc1nc(Cl)nc(NCc2ccccc2)n1	-2	-1	19	0.8	-4	-0.028	12	-0.1	-6[20 µM]
Cc1cc(CNC(=O)COc2ccc([N+](=O)[O-])cc2)c2ccccc2n1	-16	0	-7	0.5	-6	0.73	2	0.3	-22
CCOC(=O)N1CCC(=NNC(=O)NC2CCCCC2)CC1	-14	0	-16	0.7	1	0.54	6	0.9	-15
O=C(Cc1ccccc1)N1CCC(C(=O)N2CCN(c3ccc(F)cc3)CC2)CC1	-7	-2	8	1.0	0	-0.013	10	-0.1	-16[20 µM]
Cc1cc(C)cc(NC(=O)N2CCN(C/C=C/c3ccccc3)CC2)c1	-13	-2	18	0.4	-6	-0.0093	1	-0.7	-26
S=C(N/N=C/c1cccc2ccccc12)Nc1cccc(Cl)c1	-7	2	-54	0.4	-9	3.4*	3	-1.4	-22
CCOC(=O)c1sc2nc(C)c3c(c2c1N)CC(C)(C)OC3	-1	-15	i	0.2	-15	-1.2	6	-1.8	-8[20 µM]
CCOC(=O)CNC(=O)N1c2ccccc2Sc2ccccc21	0	-3	4	-0.3	-12	-0.84	-7	-1.3	-11
Cc1ccc(C(=O)Nc2nnc(-c3ccco3)o2)cc1C	-24	0	10	0.5	-9	8*	17	1.3	-19
Cc1cc(NC(=O)CN2CCCC(C)C2)no1 (stereo not drawn)	-36	2	-26	1.1	-4	0.061	12	-0.7	-29

From PubChem
